Bioassay records as filed in PubChem BioAssay.
FLuc inh: Firefly luciferase inhibition profiling of diverse chemical library using quantitative high-throughput screening. Luciferin 4-monooxygenase (Photinus pyralis), P08659. Potency, µM (top dose mostly 115 µM), inactives show top-dose activity change, negative = inhibition, hits mostly inhibitors. 76,000 tested, 2.5% active. purified P. pyralis luciferase, luminescence, biochemical; note: potency is the fitted concentration of half-maximal effect; nearly all actives have a fitted effect of over 65% in size
Target sequence (P08659 whole entry, looked up): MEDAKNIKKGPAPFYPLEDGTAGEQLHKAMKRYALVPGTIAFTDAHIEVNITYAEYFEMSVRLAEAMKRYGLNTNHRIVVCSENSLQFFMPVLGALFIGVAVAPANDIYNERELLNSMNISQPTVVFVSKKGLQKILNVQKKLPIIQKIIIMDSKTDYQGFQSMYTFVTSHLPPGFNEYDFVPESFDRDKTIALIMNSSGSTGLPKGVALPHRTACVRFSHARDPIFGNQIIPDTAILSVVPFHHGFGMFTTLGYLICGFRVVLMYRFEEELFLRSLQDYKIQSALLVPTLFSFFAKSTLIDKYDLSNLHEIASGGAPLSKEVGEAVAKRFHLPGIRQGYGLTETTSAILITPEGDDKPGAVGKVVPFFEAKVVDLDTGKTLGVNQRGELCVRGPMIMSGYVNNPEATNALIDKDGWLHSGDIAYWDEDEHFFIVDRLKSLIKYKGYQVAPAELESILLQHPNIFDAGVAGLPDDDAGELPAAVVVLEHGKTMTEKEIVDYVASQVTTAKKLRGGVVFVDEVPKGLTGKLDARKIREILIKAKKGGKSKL
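Cell-free enzyme assay, 10nM P. pyralis luciferase, luciferin and ATP each at 10uM. Inhibition profiled over a 6-point titration, read as luminescence.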
SNCA expr inhib: Primary qHTS assay for inhibitors of alpha-synuclein gene (SNCA) expression. HEK-293 SNCA-luciferase knock-in, luminescence, 24 h. Potency, µM (doses to about 57.2 µM), for inactives: at the top dose activity change, negative = inhibition, usual class: inhibitors. 140,000 tested, 0.17% active. AID 1671194, 2021;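 note: potency is the fitted concentration of half-maximal effect; plate controls were DMSO cells for no effect and cell-free wells for full effect; nearly all actives have a fitted effect of over 45% in size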
GPT2 inhibitor: Primary qHTS assay for inhibitors of Glutamate pyruvate transaminase 2 (GPT2) | Recombinant GPT2, coupled pyruvate oxidase/HRP Amplex Red fluorescence | 100,000 tested, 0.25% active | Potency, µM (series often up to 57.7 µM), inactives show at the top dose activity change, negative = inhibition, hits mostly inhibitors | AID 1671188, 2021; note: potency is the fitted concentration of half-maximal effect; nearly all actives have a fitted effect of over 60% in size; many of its hits are not listed in these tables
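Recombinant GPT2 (10ng/uL) with 250uM a-KG and 2mM L-alanine, 30 min at room temperature, in HEPES pH 7.5 buffer. Pyruvate detected by pyruvate oxidase/HRP/Amplex Red fluorescence after 30 min in the dark; AOA (50uM) as positive control.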
IP6K1 inh: Primary qHTS assay for small molecule inhibitors of Inositol hexaphosphate kinase 1 (IP6K1); 140,000 tested, 0.81% active; IP6K1 kinase, ADP-Glo luminescence, 2 h; stronger effect = lower value; activity change, % (series mostly up to about 58 µM); Inositol hexakisphosphate kinase 1 (Homo sapiens), Q92551; in the data active = activity change below about -25%
Target sequence (Q92551 whole entry, looked up): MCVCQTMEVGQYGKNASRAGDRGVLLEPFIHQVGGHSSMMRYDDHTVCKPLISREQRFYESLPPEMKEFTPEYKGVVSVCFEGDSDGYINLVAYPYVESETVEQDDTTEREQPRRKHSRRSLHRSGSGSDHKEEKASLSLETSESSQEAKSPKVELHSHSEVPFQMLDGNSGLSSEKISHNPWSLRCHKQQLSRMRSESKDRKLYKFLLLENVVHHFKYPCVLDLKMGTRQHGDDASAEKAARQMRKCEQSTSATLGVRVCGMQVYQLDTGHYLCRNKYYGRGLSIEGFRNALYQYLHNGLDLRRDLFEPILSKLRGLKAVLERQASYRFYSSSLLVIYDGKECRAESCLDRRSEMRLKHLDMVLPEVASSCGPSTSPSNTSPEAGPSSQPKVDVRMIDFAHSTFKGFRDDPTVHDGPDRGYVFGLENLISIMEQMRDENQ
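ADP-Glo luminescence measures ADP made by human IP6K1 during a 2 h RT reaction with ATP/IP6 (mix at 1.3 mM/130 uM); top library doses 57.5 and 19.1 uM final.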
3T3 cytotox: Cytotoxic Profiling in NIH 3T3 Cell Line of Diverse Libraries Using Quantitative High-Throughput Screening. Potency, µM (top dose mostly 96.7 µM), inactives show at the top dose activity change, negative = cytotoxicity, usual class: inhibitors. 94,000 tested, 4.3% active. NIH 3T3 viability, CellTiter-Glo ATP luminescence, 48-72 h. AID 1345082, 2018; note: potency is the fitted concentration of half-maximal effect; nearly all actives have a fitted effect of over 55% in size
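ATP-dependent luminescence (CellTiter-Glo) served as the viability signal for NIH 3T3 cells treated with compound for 48 or 72 hr at 37 °C.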
SNCA viab count: GF-AFC viability counterscreen for inhibitors of alpha-synuclein gene (SNCA) expression | HEK-293-SNCA-luc viability, GF-AFC fluorescence, 24 h | Potency, µM (highest dose often 57.1 µM), without a hit: top-dose activity change, negative = cytotoxicity, usual class: cytotoxic | 150,000 tested, 0.12% active;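 note: potency is the fitted concentration of half-maximal effect; 0% = DMSO-treated cells and -100% = medium-only wells without cells; nearly all actives have a fitted effect of over 30% in size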
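Cytotoxicity counterscreen: after 24 h compound treatment of genome-edited SNCA-luciferase HEK-293 cells, live-cell protease substrate GF-AFC read by fluorescence after 30 min; activity scaled between DMSO (0%) and medium-only (-100%), curves Hill-fitted.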
HEK293 tox: Cytotoxic Profiling in HEK 293 Cell Line of Diverse Libraries Using Quantitative High-Throughput Screening; AID 1345083, 2018; 94,000 tested, 6.6% active; Potency, µM (doses to about 115 µM), inactives show top-dose activity change, negative = cytotoxicity, most hits filed as inhibitors; HEK 293 viability, ATP luminescence (CellTiter-Glo), 48-72 h; note: potency is the fitted concentration of half-maximal effect; nearly all actives have a fitted effect of over 60% in size
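Luminescence from cellular ATP, measured with CellTiter-Glo, indicates HEK 293 viability. Cells plated at 250 cells/well are treated with compound for 48 or 72 hr at 37 degree Celsius before reagent addition.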
Starred values were filed as active, the others as inactive; i = inactive; ? = inconclusive; . = not tested or not shown; & = joins results of further samples; [ ] = remark or other dose. Unless noted, calls come from the whole dose curve; as a rule, active = well fitted curve in the direction sought with a large enough effect; inconclusive = small, poorly fitted or top-dose-only effect, or another doubt; inactive = no such curve, though single readings can be large; an effect the other way counts as inactive or inconclusive. Unless noted, % is set by controls: 0 for no effect and ±100 for the full control effect.

SMILES	FLuc inh	SNCA expr inhib	GPT2 inhibitor	IP6K1 inh	3T3 cytotox	SNCA viab count	HEK293 tox
O=C(C1CCCC1)N1CCc2onc(-c3ccc(C(F)(F)F)cc3)c2C1	2%	-19%	i	-3	?	5%	?
Cc1ccc(C(=O)N2CCCN(c3cc(-c4ccc(Cl)cc4)[nH]n3)CC2)cn1	-1%	-7%	i	6	-21%	6%	?
Cc1nccn1CC1CCc2c(c3ccccc3n2C)C1=O (centres undefined)	.	22%[25.6 µM]	i	-6&-9	.	?	.
O=C1CCCN1CCCN1C(=O)[C@H]2CN(Cc3cccs3)C[C@H]2C1=O	-3%	-20%	2%	-3	-4%	-11%	3%
Cc1cc(F)ccc1Nc1nc2ccc(Cl)cc2n2cnnc12	.	-4%	.	-7	.	5%	.
O=C1CN(C(=O)CCC(=O)N2CCC(Cc3nncn3-c3ccccc3)CC2)c2ccccc2N1	1%	0%	i	0	-1%	-4%	i
Cn1nc(C2CCN(c3cncc(C(N)=O)n3)CC2)n(-c2ccccc2)c1=O	6%	5%	3%[11.5 µM]	-13	-19%	-2%	-9%
COc1ccc(-c2nc3cc(C)ccc3cc2CN2CCC(NC(C)=O)C2)cc1 (centres undefined)	?	-7%	i	9	?	-2%	-28%
CC(C)CN(C1CCOCC1)C1CN(C(=O)Nc2ccccc2)C1	.	?	2%	3	-23%	14%	-1%
COc1ccc(C(=O)N[C@@H]2CCOC[C@H]2Oc2ccccn2)c(F)c1F	0%	27%	i	-6	-7%	-17%	3%
O=C(C1CC(=O)N(c2n[nH]c3ccccc23)C1)N1CCSCC1 (centres undefined)	-2%	0%	-15%	7	i	13%	4%
CCOC(=O)CNC(=O)N1CCC(N2C(=O)C(OCC3CC3)C23CCCCC3)CC1 (centres undefined)	-4%	23%	-14%	9	-22%	-4%	?
Cc1noc(-c2ccc(-c3noc(-c4ccccc4)n3)cc2)n1	.	119%[activator]	.	9	.	-7%	.
CCN(c1cccc(C)c1)c1ncnc2c1cnn2-c1cccc(Cl)c1	.	48%[activator]	.	5	.	2%	.
O=C(N[C@H]1CO[C@H]2[C@@H]1OC[C@@H]2n1nnnc1Oc1ccc(-n2ccnc2)cc1)N1CCOCC1	2%	-15%	-2%	0	-3%	-4%	-17%
CCOCCOC1CCN(C(=O)Cc2cccc(F)c2)CC1	3%	14%	i	42	4%	8%[12.5 µM]	4%
C[C@]1(CO)[C@H]2Cc3sc(NC(=O)c4c(F)cccc4F)nc3[C@@H](CC(=O)NCCN3CCOCC3)[C@]2(C)CC[C@H]1O	3%	0%	-7%	-4	-12%	-1%	-13%
COC(=O)[C@@H]1Cc2ncn(C(C)C)c2CN1S(=O)(=O)c1ccccc1	1%[172 µM]	-13%[87.6 µM]	1%[88.5 µM]	3	0%[174 µM]	-2%[87.6 µM]	4%[172 µM]
CC(=O)N[C@H]1CCN(CCC(=O)Nc2ccc(F)c(Cl)c2)C1	-1%	12%	-2%	-12	-15%	-3%	2%
COc1cc(C)c2c(c1C)C[C@H](C(C)C(=O)NC(C)(C)C)CC2 (some centres undefined)	2%[172 µM]	-10%[87.6 µM]	-13%[88.5 µM]	0	?	6%[87.6 µM]	?
O=C(Nc1ccc2ncnc(N3CCCCC3)c2c1)c1ccc2c(c1)OCO2	-8%	-14%	i	20	-21%	-21%	?
CCc1ccccc1NC(=O)CN1C(=O)COc2ccc(S(=O)(=O)N3CCCCCC3)cc21	.	5%	.	16	.	-15%	.
COc1cccc(C(=O)N2CCC3(CC2)N=C(c2ccc(Br)cc2)NO3)c1	-2%	?	3%	13	?	8%	?
COc1cccc(CN2CCCn3nc(C)c(-c4ccccc4[S+](C)(=O)[O-])c32)c1	-3%[172 µM]	?	i	3	?	0%[87.6 µM]	?
COCCOC(=O)C1=C(C)N=C2SC=C(CC(=O)NC3CC3)N2C1c1ccccc1C (centres undefined)	2%	-12%	3%	11	-21%	-16%	-18%
CCOc1ccccc1CNC(=O)CCCN1C(=O)COc2ccc(C)cc21	.	1%	.	2	.	-6%	.
O=C(NC1CCCC1)N1CCCC(Cn2cnc3cccnc32)C1 (centres undefined)	-5%	-6%	0%	-1	-13%	-5%	-19%
CC(C)c1nnc(NC(=O)C[C@H]2NC(=O)c3ccccc3NC2=O)s1	-2%	-6%	i	3	i	5%	6%
O=C1N[C@@H]2CCN(S(=O)(=O)Cc3ccccc3)[C@@H]2C(=O)N1c1ccc(F)cc1	0%[172 µM]	-28%[87.6 µM]	i	16	-12%[138 µM]	2%[87.6 µM]	-6%[172 µM]
CCOCCn1nc(C)cc1C(=O)N[C@H]1[C@H]2CCO[C@H]2[C@@H]1N(C)C	-5%	-24%	1%	11	-6%	6%	-1%
COCCC1(C(=O)O)CCCN(CC(=O)NCCc2ccccc2)C1 (centres undefined)	10%	-14%	i	4	i	-7%	1%
COC[C@@H]1CN(Cc2c(C)n[nH]c2C)C[C@H]1c1nc(C)no1	-9%	37%[activator]	i	-5	-10%	-2%	-2%
O=C(c1cc(O)c(O)c([N+](=O)[O-])c1)c1ccccc1F	.	?	i	.	.	6%	.
C[C@@H]1CN(C2(C(=O)NCc3ccncc3)Cc3ccccc3C2)C[C@H](C)O1	0%	?	-15%	5	-14%	0%	-3%
CN(C)CC(=O)N1Cc2ccccc2CC2(CCCN(CC3CCNCC3)C2)C1 (centres undefined)	.	3%	?	12	-15%	-14%	-6%
Cc1ccsc1CN(C(=O)COc1ccccc1Cl)C1CCS(=O)(=O)C1 (centres undefined)	.	15%	.	4	.	-8%	.
O=C1OCC2=C1C(c1ccc(Cl)cc1)NC(=O)N2CC(=O)N1CCC(Cc2ccccc2)CC1 (centres undefined)	-6%	?	i	1	?	-29%	28µM*
CNC(=O)c1cc(C)nc2onc(C3CCN(C(=O)c4ccc(C)cc4)CC3)c12	.	.	.	8	-15%	.	-1%
Cc1ccc(C(=O)N2CCCCCCNC(=O)[C@@H]3C[C@@H](C(=O)N4CCc5ccccc5C4)C[C@@H]32)s1	1%	?	4%	-7	-27%	-27%	?
COCCO[C@H]1C(=O)N(C2CCN(C(=O)c3ccoc3)CC2)[C@H]1c1ccncc1	-7%	-4%	i	16	-6%	1%	-1%
COc1ccc(NC(=O)[C@@H]2C[C@@H](c3cccc(C(F)(F)F)c3)N(C)C2)c(C)c1	4%[172 µM]	-14%[87.6 µM]	3%[88.5 µM]	6	?	0%[87.6 µM]	?
O=C(O)[C@@H]1CN(C(=O)c2ccn[nH]2)C[C@H]1c1ccc2c(c1)OCO2	1%	2%	4%	5	0%	6%	-3%
Cc1cccc(-c2cc(C3CCN(S(=O)(=O)c4cccc(C#N)c4)CC3)[nH]n2)c1	8%	-21%	?	-5	5µM*	-23%	25µM*
COCCN1C(=O)c2ccccc2C(C(=O)N2CCOCC2)C12CCCCC2 (centres undefined)	6%	-10%	0%	-1	0%	-10%	0%
Cc1oc(C)c2c(=O)cc(-c3ccc4c(c3)OCO4)cc(OC(=O)c3ccc(Cl)cc3)c12	.	-24%	.	1	.	-3%	.
COc1cc2c(cc1OC)C(CNC(=O)C1CC1)N(C(=O)NC(C)C)CC2 (centres undefined)	1%	5%	i	-13	i	-4%	i
Cc1ccccc1C(=O)n1nc(-c2cccnc2)nc1NCc1ccc(F)cc1	.	-23%	.	-14	.	-4%	.
CCCCS(=O)(=O)c1oc(-c2ccc(F)cc2)nc1S(=O)(=O)c1ccc(C)cc1	.	?	.	-1	.	?	.
Cc1ccc(C)c(N2CCN(C(=O)CSCc3ccccc3Cl)CC2)c1	.	39%[activator]	.	-16	.	-2%	.
CCn1ncc(CN2CCCC(c3nc(-c4cccnc4)no3)CCNC(=O)CC2)c1C (centres undefined)	3%	12%	-16%	33	-12%	3%	-22%
CC(=O)N1CCC2(CC1)CC(=O)N(c1ccccc1)c1ccccc1O2	-4%	-1%	-1%	-2	-14%	6%	-15%
COc1ccc(NC(=O)CCc2cc3ccccc3[nH]c2=O)cc1OC	-7%	-3%	i	17	i	-5%	-2%
O=C(Nc1ccc2c(c1)OCCO2)N1CCCC(Cn2c(C3CC3)nc3cccnc32)C1 (centres undefined)	-28%	124%[activator]	i	10	-7%	-9%	1%
CN(CC1CCOCC1)S(=O)(=O)c1ccc(F)cc1	0%	3%	-6%	22	0%	5%	-1%
OC/C=C/c1ccc(O[C@@H]2O[C@H](CO)[C@@H](O)[C@H](O)[C@H]2O)cc1	.	.	2%[27.3 µM]	-6	.	14%	.
CC(=O)Nc1c(C)nn(-c2ccccc2)c1N1CCC(C(=O)Nc2ccccc2F)CC1	.	30%[activator]	.	0	.	-3%	.
COCCNC(=O)CSc1nc2cc3c(cc2c(=O)n1CCCC(=O)NCc1ccc(OC)cc1)OCO3	.	22%	.	-1	.	-1%	.
CCS(=O)(=O)Nc1ccc(C2(C(=O)NCc3cc(F)cc(F)c3)CCCCC2)cc1	1%	14%	i	8	-22%	3%	?
COc1ccc(C2=NOC3(CCCN(CC4CCCCC4)C3)C2)cc1 (centres undefined)	.	15%	i	3	?	11%	?
CCc1ccccc1NC(=O)C1c2ccccc2C(=O)N(CCOC)C12CCCCC2 (centres undefined)	-7%	-15%	i	19	-8%	?	-37%
CCOc1cccc2c1Oc1nc(-c3ccccc3)nc(SCC(=O)Nc3ccc(F)cc3)c1C2	.	-9%	.	-15	.	-4%	.
O=C(c1ccc(OC2CCN(C(=O)c3ccoc3)CC2)nc1)N1CCOCC1	-6%	-27%	i	43	-6%	-2%	8%
